# High-throughput results as filed in PubChem BioAssay.
# TSG101-PTAP inh: blocks PTAP/TSG101 interaction to inhibit HIV-1 budding | Q99816 | Fluorescence polarization, FITC-PTAP peptide / Tsg101 binding | Potency, µM (titrated, usually from 115 µM), for inactives: top-dose activity change, negative = inhibition, actives largely listed as inhibitors | 340,000 tested, under 10 active | AID 493005; active = well fitted inhibition curve with a large enough effect in the main read-out, with a control signal flat, not every such curve was filed as active; inconclusive = small, poorly fitted or top-dose-only effect, or effect the other way, or a change in a side signal; inactive = no such curve, though single readings can be large or run the other way; note: potency is the fitted concentration of half-maximal effect; % of control where 0% means no effect
# Target sequence (Q99816 whole entry, looked up): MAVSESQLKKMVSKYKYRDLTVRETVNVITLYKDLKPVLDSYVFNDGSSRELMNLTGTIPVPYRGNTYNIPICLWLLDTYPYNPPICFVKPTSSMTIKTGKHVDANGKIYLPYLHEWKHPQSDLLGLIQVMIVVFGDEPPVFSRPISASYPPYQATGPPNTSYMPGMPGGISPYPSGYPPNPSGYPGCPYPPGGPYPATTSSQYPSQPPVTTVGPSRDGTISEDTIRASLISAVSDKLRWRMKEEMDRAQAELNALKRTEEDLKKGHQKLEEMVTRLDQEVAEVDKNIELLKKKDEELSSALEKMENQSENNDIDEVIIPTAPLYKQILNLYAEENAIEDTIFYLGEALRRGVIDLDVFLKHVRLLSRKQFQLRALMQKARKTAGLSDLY
#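 Steps: Tsg101 binding domain dispensed (10 uM final), compounds pinned in DMSO, FITC-labeled PTAP-motif peptide added (50 nM final); after 20 min binding at room temperature, polarization measured.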
# BCR signal inh: chronic active BCR signaling inhibition. Potency, µM (doses to about 46.1 µM), inactives show at the highest dose ratio change, negative = lower green/red ratio, hits mostly inhibitors. ABC-DLBCL IkBa-CBG/CBR reporter, luminescence ratio, 4 h. AID 493014. actives 0.05% (n = 340,000); active = well fitted inhibition curve with a large enough effect in the signal ratio, with a control signal flat, not every such curve was filed as active; inconclusive = small, poorly fitted or top-dose-only effect, or effect the other way, or a change in a side signal; the % refers to the signal ratio;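 note: potency is the fitted concentration of half-maximal effect; plate controls were basal doxycycline-induced cells for no effect and cells given 10 µM MG132 for full effect; MG132 reads +100%, hits lower the ratio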
#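 Cell line TMD8 (human ABC DLBCL), stably expressing tet-inducible CBG68-IkBa fusion and CBR; IMDM/0.5% FBS; cpd up to 46 uM; dox induction, 4 h, 37C/5% CO2; dual luminescence; green/red ratio; MG132 control.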
# PKM2 act: activators of human pyruvate kinase M2; Potency, µM (doses to about 57.5 µM), for the others: at the top dose activation, usual class: activators; actives 0.34% (n = 260,000); purified PKM2, Kinase-Glo ATP luminescence, activation; response scale: 0% is enzyme alone, no compound; note: potency is the fitted concentration of half-maximal effect; % is set by controls: 0 for no effect and ±100 for the full control effect; nearly all actives have a fitted effect of over 55% in size
#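 Kinase-Glo luminescence reports ATP generated from ADP (0.1 mM) and PEP (0.5 mM) by purified hPK-M2 after 1 h at room temperature, pH 7.2 imidazole buffer; intermediate enzyme activity allows detecting inhibitors and activators.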
# B2AR arrestin: agonists driving beta-arrestin recruitment to human beta2-adrenergic receptor; actives 0.02% (n = 330,000); Potency, µM (titrated, usually from 46.1 µM), for the others: at the top dose activation, actives largely listed as activators; AID 492947; P07550; beta-arrestin recruitment to beta2AR, cell-based reporter;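 note: potency is the fitted concentration of half-maximal effect; 0% = DMSO controls and full agonism = EC100 isoproterenol or metaproterenol; nearly all actives have a fitted effect of over 65% in size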
# FBPA coupling cs: coupling enzyme interference in Giardia aldolase counter-screen | actives 0.67% (n = 290,000) | activity change, negative = inhibition, % at 58.2 µM, hits read low | coupling enzyme system counterscreen, AmpLite Red fluorescence; in the data active = activity change below about -30%; note: % is set by controls: 0 for no effect and ±100 for the full control effect
#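 Final compound at 57.5 uM, incubated 10 min at RT with coupling enzyme reagent (glyceraldehyde-3-phosphate), then 20 min with substrate and AmpLite Red detection. Fluorescence read at 525/598 nm; tests interference with the coupling assay, not aldolase inhibition.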
# Menin-MLL TR inh: displaces Texas Red mutant MLL peptide from human menin | Menin + Texas Red MLL mutant peptide, fluorescence polarization | Potency, µM (series often up to 61.6 µM), for the others: at the top dose FP activity change, negative = inhibition, actives largely listed as inhibitors | actives 0.23% (n = 270,000) | AID 1768; active = well fitted inhibition curve with a large enough effect in the polarisation, with a control signal flat, not every such curve was filed as active; inconclusive = small, poorly fitted or top-dose-only effect, or effect the other way, or a change in a side signal; inactive = no such curve, though single readings can be large or run the other way; the % refers to the polarisation; note: potency is the fitted concentration of half-maximal effect; % of control where 0% means no effect; many of its hits are not listed in these tables
# GALK inh: inhibitors of human galactokinase | P51570 | Purified GALK, Kinase-Glo residual ATP luminescence | Potency, µM (highest dose often 57.5 µM), for inactives: at the highest dose activity change, negative = inhibition, actives largely listed as inhibitors | actives 0.007% (n = 270,000) | AID 1868; note: potency is the fitted concentration of half-maximal effect; % is set by controls: 0 for no effect and ±100 for the full control effect
#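 Galactose (100 uM) and ATP (35 uM) were turned over by 5 nM GALK for 1 h at RT. Kinase-Glo Plus then converted the remaining ATP into a luminescent signal.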
# Tb PFK block: inhibitors of T. brucei phosphofructokinase; AID 485367; Potency, µM (top dose mostly 57.5 µM), without a hit: at the top dose activity, negative = inhibition, usual class: inhibitors; O15648; actives 0.17% (n = 330,000); T. brucei PFK, ADP-Glo luminescence;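 note: potency is the fitted concentration of half-maximal effect; 0% = uninhibited 1x PFK enzyme wells and -100% = no-enzyme wells; nearly all actives have a fitted effect of over 60% in size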
# Target sequence (O15648 whole entry, looked up): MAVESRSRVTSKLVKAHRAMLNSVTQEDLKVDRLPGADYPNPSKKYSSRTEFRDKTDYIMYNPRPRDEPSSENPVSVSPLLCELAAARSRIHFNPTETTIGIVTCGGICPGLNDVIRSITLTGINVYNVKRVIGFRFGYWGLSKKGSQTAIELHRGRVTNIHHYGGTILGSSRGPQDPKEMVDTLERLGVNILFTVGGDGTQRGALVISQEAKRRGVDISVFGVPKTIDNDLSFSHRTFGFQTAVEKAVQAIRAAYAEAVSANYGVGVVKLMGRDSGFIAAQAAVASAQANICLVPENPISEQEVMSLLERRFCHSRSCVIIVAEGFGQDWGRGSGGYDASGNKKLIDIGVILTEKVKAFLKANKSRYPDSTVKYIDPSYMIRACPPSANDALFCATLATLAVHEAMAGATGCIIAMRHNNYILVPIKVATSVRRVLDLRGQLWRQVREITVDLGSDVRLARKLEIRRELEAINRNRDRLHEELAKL
#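 Compounds were pin-transferred as a titration series up to 57 uM into substrate buffer (0.5 mM F6P, 0.1 mM ATP, pH 8.0), then 1.25 nM PFK was added and reactions ran 45 min before ADP-Glo detection.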
# Giardia killer: kills Giardia lamblia; actives 0.15% (n = 340,000); Giardia lamblia trophozoite viability; activity change, % at 7.66 µM, hits read low; AID 540267; in the data active = activity change below about -80%; inconclusive = between about -30% and that limit;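 note: parasites exposed to compound for two days anaerobically before the ATP read; % is set by controls: 0 for no effect and ±100 for the full control effect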
#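 Trophozoites 100 cells/well + cpd; 48 hrs, 37 deg C, anaerobic. ATPLite 1-Step added, 15-30 min RT, luminescence read (ATP-based viability).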
# a7 integrin act: integrin-mediated muscular dystrophy alleviation activation. AID 624291. actives 0.064% (n = 350,000). alpha7betagal myoblasts, beta-gal FDG fluorescence, 48 h. Potency, µM (top dose mostly 38.3 µM), for the others: top-dose activation, usual class: activators;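 note: potency is the fitted concentration of half-maximal effect; 100% = response of the positive control SU9516; nearly all actives have a fitted effect of over 60% in size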
#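 Alpha7betagal+/- myoblasts (passage 13) were plated 16-24 hr, then exposed to compounds (1:260 dilution of DMSO stock) for 48 hours at 37C. After MPER lysis, β-galactosidase reporter activity was read as FDG fluorescence (ex 480/em 540) after 30 minutes.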
# ASM inhibitor: blocks human secretory acid sphingomyelinase. AID 504937. P17405. actives 0.006% (n = 340,000). placental ASM, HMU-PC fluorogenic substrate, 60 min. Potency, µM (titrated, usually from 57.5 µM), inactives show at the highest dose activity change, negative = inhibition, usual class: inhibitors; note: potency is the fitted concentration of half-maximal effect
#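 Fluorogenic HMU-PC substrate (9 uM final) is turned over by placental ASM in 60 min at 37 C after a 10 min compound preincubation. Reaction ended by alkaline stop (pH 10), with fluorescence read at 386/447 nm.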
# Starred values were filed as active, the others as inactive; i = inactive; ? = inconclusive; · = no result given; [ ] = another dose, or the depositor's remark. Unless noted, calls come from the whole dose curve; as a rule, active = well fitted curve in the direction sought with a large enough effect; inconclusive = small, poorly fitted or top-dose-only effect, or another doubt; inactive = no such curve, though single readings can be large; an effect the other way counts as inactive or inconclusive. These rows are one share of the data; rates above refer to the full screens.
SMILES	TSG101-PTAP inh	BCR signal inh	PKM2 act	B2AR arrestin	FBPA coupling cs	Menin-MLL TR inh	GALK inh	Tb PFK block	Giardia killer	a7 integrin act	ASM inhibitor
CCOC(=O)C(/C=N/c1cc(C)nn1-c1ccccc1)=C(\C)O	-4%	-9%	-2%	-0.2%	-1	-1%	0%	1%	-17	-20%	1%
Cc1ccc(C)c(N=Cc2cc3c(cc2[N+](=O)[O-])OCO3)c1	-5%	20%	8%	-0.2%	-40*	?	-2%	1%	-1	-10%	-5%
CCOCCCNC(=O)CN(Cc1ccc(Cl)cc1)S(C)(=O)=O	-4%	-2%	-1%	0.0%	-1	-5%	-1%	-2%	-18	10%	2%
Cc1cc2c(cc(C(=O)NCc3cccnc3)n2Cc2ccc(Cl)cc2)o1	·	-1%	14%	-0.1%	-1	9%	-2%	0%	3	13%	-2%
O=C(/C=C/c1ccccc1)Nc1nc(-c2ccncc2)cs1	-1%	?	-22%	-1.0%	1	15%	12%	2%	-10	-8%	-4%
CNc1nc2c(c(=O)[nH]c(=O)n2C)n1CCOC	·	0%	-8%	-0.5%	-3	-2%	-3%	0%	·	·	·
CSc1ccc(S(=O)(=O)N2CC(=O)Nc3ccccc32)cc1	-2%	0%	-6%	0.0%	1	-13%	-2%	4%	-3	39%	0%
CCOC(=O)Cn1cc(C(=O)C2CC2)c2ccccc21	-10%	1%	-1%	-0.4%	2	-1%	1%	0%	1	-13%	4%
O=C(O)c1c(Cl)nc2ccccn12	-9%	?	0%	-0.2%	2	0%	-1%	9%	-1	13%	6%
Cc1ccc(Cc2c(C)c(C#N)c3[nH]c4ccccc4n3c2=O)cc1	-3%	8%	-1%	-0.9%	0	·	-2%	-6%	38[activator]	-10%	i
CC(C)c1nc2sc3c(SCC(=O)NCc4ccco4)ncnc3c2c2c1CCC2	-3%	3%	35µM*	3.3%	-5	?	-2%	2%	?	-48%[inhibitor]	-6%
O=C(COC(=O)c1ccc(Cl)c(S(=O)(=O)N2CCCCC2)c1)NCCc1ccccc1	-3%	-9%	·	-0.3%	·	·	·	-1%	6	-6%	-5%
O=C(NCC1COCCO1)C1CCN(S(=O)(=O)c2ccccc2)CC1 (stereo unspecified)	-4%	4%	0%	0.2%	4	-1%	3%	-5%	19	7%	-1%
CCOC(=O)c1ccc(NC(=O)NS(=O)(=O)c2ccc(C)cc2)cc1	0%	2%	-1%	0.0%	-2	15%	7%	0%	-3	-10%	1%
COC(=O)c1ccc(CSc2nc3ccccc3c(=O)n2C)o1	0%	-1%	3%	0.0%	-1	-1%	-4%	-3%	3	-21%	-14%
CCC1Oc2ccccc2N(CC(=O)NCCCN2CCN(c3ccc(OC)cc3)CC2)C1=O (stereo unspecified)	-3%	0%	4%	0.4%	3	-10%	2%	-2%	4	-26%	8%
Cc1nc2cc(NC(=O)NCc3ccc4c(c3)OCO4)ccc2o1	-3%	?	2%	-0.2%	0	13%	-1%	0%	-6	1%	0%
C=CCNC(=S)NNc1nc(Nc2ccccc2)nc(N2CCCCC2)n1	1%	-7%	-1%	8.6%	1	1%	1%	1%	-14	11%	-6%
COc1ccc2c(c1)c(=O)c(C(=O)c1ccccc1)cn2Cc1ccccc1	-3%	-19%	-23%	?	2	9%	·	0%	-17	-3%	5%
O=C(N/C(=C/c1cccc([N+](=O)[O-])c1)C(=O)N1CCOCC1)c1ccc(Br)cc1	-8%	0%	-1%	-0.3%	-1	3%	3%	2%	8	41%	6%
COc1cccc(CNc2nc3nc(C)c(Cl)c(C)n3n2)c1	0%	?	10%	-0.4%	4	-15%	0%	0%	-7	-19%	12%
Nc1c(S(=O)(=O)c2ccccc2)c2nc3ccccc3nc2n1/N=C/c1ccco1	-6%	10%	9%	-0.3%	-4	?	-1%	1%	-2	-7%	199%[activator]
CC(C)CNC(=O)[C@H]1N2C(=O)c3ccccc3C2SC1(C)C (stereo partly specified)	-2%	1%	·	0.4%	-2	-21%	0%	2%	0	14%	-3%
COC(=O)c1cc(NS(=O)(=O)c2ccc(N3CCOCC3)c(NC(C)=O)c2)cc(C(=O)OC)c1	-6%	0%	8%	0.3%	5	2%	0%	-7%	-5	20%	0%
COc1cc2c(cc1OC)/C(=C/C(=O)c1ccccc1)NCC2	-2%	?	·	-1.0%	2	-21%	-2%	9%	2	-10%	-5%

# 5 entries picked at random from those above:
SMILES	TSG101-PTAP inh	BCR signal inh	PKM2 act	B2AR arrestin	FBPA coupling cs	Menin-MLL TR inh	GALK inh	Tb PFK block	Giardia killer	a7 integrin act	ASM inhibitor
CSc1ccc(S(=O)(=O)N2CC(=O)Nc3ccccc32)cc1	-2%	0%	-6%	0.0%	1	-13%	-2%	4%	-3	39%	0%
CCOC(=O)Cn1cc(C(=O)C2CC2)c2ccccc21	-10%	1%	-1%	-0.4%	2	-1%	1%	0%	1	-13%	4%
O=C(/C=C/c1ccccc1)Nc1nc(-c2ccncc2)cs1	-1%	?	-22%	-1.0%	1	15%	12%	2%	-10	-8%	-4%
COc1ccc2c(c1)c(=O)c(C(=O)c1ccccc1)cn2Cc1ccccc1	-3%	-19%	-23%	?	2	9%	·	0%	-17	-3%	5%
CC(C)CNC(=O)[C@H]1N2C(=O)c3ccccc3C2SC1(C)C (stereo partly specified)	-2%	1%	·	0.4%	-2	-21%	0%	2%	0	14%	-3%

# More structures
SMILES	TSG101-PTAP inh	BCR signal inh	PKM2 act	B2AR arrestin	FBPA coupling cs	Menin-MLL TR inh	GALK inh	Tb PFK block	Giardia killer	a7 integrin act	ASM inhibitor
CC1CN(C(=O)CN2C(=O)c3ccccc3C2=O)CC(C)O1 (stereo unspecified)	-3%	4%	-3%	-0.3%	2	10%	-2%	1%	-7	9%	6%
COc1ccc(-c2nnn(CC(=O)NCCc3ccc(OC)c(OC)c3)n2)cc1	-5%	0%	2%	-0.2%	0	-1%	-2%	1%	16	6%	-1%
CN(C)NC1=CC(=[N+]2CCCC2)CC(C)(C)C1	0%	7%	3%	0.1%	2	-7%	-2%	-3%	-3	-68%[inhibitor]	-1%
Cn1cc([C@@H]2C[C@H]3CN(Cc4cccc(Cl)c4)C(=O)[C@]34CCCN24)c(-c2ccccc2)n1	-4%	-12%	14%	-0.1%	3	11%	6%	-2%	8	-11%	3%
COc1ccc(N2C(=O)CC(Sc3nccc(C)n3)C2=O)cc1 (stereo unspecified)	-4%	1%	0%	0.2%	2	10%	3%	2%	1	-15%	0%
CCN(CC)C(=O)CN1C(=O)/C(=C/c2ccccc2)SC1=S	-6%	?	2%	-0.6%	3	·	-2%	3%	26	-22%	-5%
Cc1cc(=O)[nH]c(SCC(=O)Nc2ccc(S(=O)(=O)N3CCOCC3)cc2)n1	-7%	-8%	-5%	-0.5%	·	-2%	-5%	-2%	-7	8%	8%
CCc1ccc(C(=O)CN2C(=O)NC3(CCc4ccccc43)C2=O)cc1 (stereo unspecified)	-1%	-1%	·	0.1%	·	·	·	-4%	-8	1%	1%
C=CCn1c(SCC(=O)Nc2nnc(C)s2)nnc1C1CC1	-2%	0%	0%	-0.1%	·	·	4%	-6%	27	21%	·
COc1cc(S(=O)(=O)NCc2ccncc2)c(OC)cc1C	-3%	2%	-8%	0.4%	2	3%	2%	1%	35[activator]	2%	1%
O=C(O)c1cccc(N2CCCC2=O)c1	-6%	?	-6%	0.4%	1	-2%	0%	-7%[0.46 µM]	-7	17%	8%
COC(=O)C(Cc1ccccc1)P(=O)(c1ccccc1)c1ccccc1 (stereo unspecified)	-4%	0%	-1%	-0.2%	2	0%	·	-1%	-9	-17%	-1%
Cc1ccc2nsnc2c1NC(=S)NC(=O)c1ccco1	-4%	?	0%	-0.3%	-45*	-22%	0%	0%	-9	-6%	-2%
COc1cc(CCC(=O)OCC(=O)c2ccc[nH]2)cc(OC)c1OC	-2%	-6%	·	-0.6%	·	·	·	1%	1	?	8%
CC(C1CC2CCC1C2)n1c(-c2ccco2)n[nH]c1=S (stereo unspecified)	1%	5%	-12%	0.2%	-5	4%	5%	0%	4	3%	0%
